Source: PubChem BioAssay
SUMO1-SIM PPI = modulators of SUMO1 protein-protein interactions, primary screen, biochemical, uHTS | Small ubiquitin-related modifier 1 (Homo sapiens), P63165 | SUMO1 binding to a labelled peptide, TR-FRET, 1 h | inhibition, % at 20 µM | 0.33% of 360,000 active; in the data active = inhibition above about 37%
Target sequence (P63165 whole entry, looked up): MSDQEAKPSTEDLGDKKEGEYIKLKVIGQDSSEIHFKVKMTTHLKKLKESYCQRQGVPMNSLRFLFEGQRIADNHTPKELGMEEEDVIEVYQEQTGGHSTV
Rpn11 inh = Rpn11 (PSMD14) deubiquitinase inhibitors, primary screen, biochemical, fluorescence polarization, uHTS; calls only at 20 µM; 0.59% of 360,000 active; human 26S proteasome, Ub4-pepOG fluorescence polarization; 20S core pre-blocked with epoxomicin; AID 588493, 2011; 26S proteasome non-ATPase regulatory subunit 14 (Homo sapiens), O00487;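 active = inhibition at 20 µM, scaled to each plate's controls, above about 33%, limit read from the data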
STEP block = STEP phosphatase inhibitors, primary screen, biochemical, fluorescence intensity, uHTS | AID 588621, 2011 | recombinant STEP, OMFP fluorogenic substrate | 0.25% of 360,000 active | inhibition, % at 20 µM;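 active = inhibition at 20 µM, scaled per plate between control wells, above about 37%, limit read from the data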;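 note: 0% = DMSO with enzyme and substrate and 100% = substrate only without enzyme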
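Material: STEP (striatal-enriched tyrosine phosphatase) enzyme, cell-free | Medium: 50 mM Bis-Tris pH 6.0 with 2.5 mM DTT and 0.005% Tween 20 | Read-out: Percent inhibition scaled to no-enzyme and uninhibited-enzyme controls, plate-pattern corrected | Signal: Fluorescence read at 480 nm ex / 540 nm em | Times: 20 min reaction, room temperature, in the dark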
CSN inh = inhibitors of CSN-mediated cullin deneddylation, primary screen, biochemical, fluorescence polarization, uHTS; COP9 signalosome complex subunit 5 (Homo sapiens), Q92905; Purified CSN, SCF-Nedd8-OG deneddylation; 0.38% of 360,000 active; inhibition, % at 12.5 µM;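 active = pattern-corrected inhibition above about 35%, with an unprinted fluorescence ratio check between 0.5 and 1.5, limit read from the data, passing the limit was not always enough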;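 note: 0% = enzyme with substrate and 100% = substrate without enzyme; some results filed as inactive read as strong as hits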
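Test system: purified human Csn5 enzyme expressed in HEK293T cells. Amount: 0.24 nM enzyme. Reagent: SCFSkp2-Nedd8OG substrate at 10 nM final. Schedule: 90 min incubation of compound, enzyme and substrate at room temperature. Detection: fluorescence polarization. Read-out: % inhibition of substrate cleavage by Csn5.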
Scp1 inh = Scp-1 phosphatase inhibitors, primary screen, biochemical, colorimetric, uHTS. inhibition, % at 20 µM. Recombinant Scp1, phosphopeptide, malachite green phosphate absorbance. 0.88% of 340,000 active;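 active = inhibition above about 50% at 20 µM, limit read from the data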;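 note: plate controls were DMSO wells with enzyme for no effect and wells lacking enzyme for full effect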
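Material – SCP-1 phosphatase catalytic domain, residues 76-261 · Buffer or medium – Acidic Tris acetate buffer with magnesium and detergent · Also added – Phospho 17-mer peptide substrate · Compound – single 20 µM dose, 1% DMSO · Times – 45 min room-temperature reaction, 5 min colour, 30 min stabiliser · Technique – Phosphate-binding colour reagent, absorbance read at 630 nm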
LMPTP block = LMPTP phosphatase inhibitors, primary screen, biochemical, fluorescence intensity, uHTS | Low molecular weight phosphotyrosine protein phosphatase (Homo sapiens), P24666 | recombinant LMPTP-A, OMFP fluorogenic substrate | inhibition, % at 20 µM | 0.22% of 360,000 active;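 active = compounds that cut the enzyme signal by at least half of the control window in the single-dose screen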;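 note: plate controls were DMSO wells with enzyme plus substrate for no effect and substrate without enzyme for full effect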
Target sequence (P24666 whole entry, looked up): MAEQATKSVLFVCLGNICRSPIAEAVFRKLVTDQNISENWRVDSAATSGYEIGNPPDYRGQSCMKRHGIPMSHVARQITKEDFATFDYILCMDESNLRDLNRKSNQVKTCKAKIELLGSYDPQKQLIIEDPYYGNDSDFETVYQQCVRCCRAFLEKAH
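Assay system: LMPTP-A enzyme. Input: 0.625 nM LMPTP-A final. Probe or stimulus: 400 µM OMFP. Compound dosing: single 20 µM dose. Schedule: 50 min dark incubation at room temperature. Detection: fluorescence intensity of OMFP turnover product. Read-out: percent inhibition versus substrate-only and uninhibited controls. Benchmarks: no-enzyme low control, uninhibited high control.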
DNMT1 block = human DNMT1 methyltransferase inhibitors, primary screen, biochemical, molecular beacon, fluorescence, HinP1I cleavage, uHTS; 0.83% of 360,000 active; inhibition (reported as % activation of signal), % at 10 µM; DNA (cytosine-5)-methyltransferase 1 (Homo sapiens), P26358; in the data active = inhibition above about 50%
Rin1-Abl PPI inh = inhibitors of Rin1-Abl protein binding, primary screen, biochemical, TR-FRET | 0.4% of 360,000 active | Tyrosine-protein kinase ABL1 (Homo sapiens) + Ras and Rab interactor 1 (Homo sapiens), … | AID 588664, 2011 | inhibition, % at 7.35 µM; in the data active = inhibition above about 5%, passing the limit was not always enough
NadD inh = inhibitors of S. aureus NadD, primary screen, biochemical, colorimetric, uHTS; purified NadD enzyme, colorimetric absorbance read-out; inhibition, % at 20 µM; 0.78% of 360,000 active; in the data active = inhibition above about 26%; note: some compounds past the cut are filed as inactive
Neddylation inh = inhibitors of cullin neddylation, primary screen, biochemical, TR-FRET, uHTS, NAE and Ubc12 | NEDD8-conjugating enzyme Ubc12 (Homo sapiens) + NEDD8-activating enzyme E1 regulatory … | calls only at 25 µM | 0.58% of 360,000 active; in the data active = inhibition above about 36%
Target sequence (P61081 whole entry, looked up): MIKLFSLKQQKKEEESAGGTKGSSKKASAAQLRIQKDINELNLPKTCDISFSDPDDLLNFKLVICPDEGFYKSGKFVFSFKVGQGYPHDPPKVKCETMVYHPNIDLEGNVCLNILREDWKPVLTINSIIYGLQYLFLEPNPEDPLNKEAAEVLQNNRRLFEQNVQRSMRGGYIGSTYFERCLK
Target sequence (Q13564 whole entry, looked up): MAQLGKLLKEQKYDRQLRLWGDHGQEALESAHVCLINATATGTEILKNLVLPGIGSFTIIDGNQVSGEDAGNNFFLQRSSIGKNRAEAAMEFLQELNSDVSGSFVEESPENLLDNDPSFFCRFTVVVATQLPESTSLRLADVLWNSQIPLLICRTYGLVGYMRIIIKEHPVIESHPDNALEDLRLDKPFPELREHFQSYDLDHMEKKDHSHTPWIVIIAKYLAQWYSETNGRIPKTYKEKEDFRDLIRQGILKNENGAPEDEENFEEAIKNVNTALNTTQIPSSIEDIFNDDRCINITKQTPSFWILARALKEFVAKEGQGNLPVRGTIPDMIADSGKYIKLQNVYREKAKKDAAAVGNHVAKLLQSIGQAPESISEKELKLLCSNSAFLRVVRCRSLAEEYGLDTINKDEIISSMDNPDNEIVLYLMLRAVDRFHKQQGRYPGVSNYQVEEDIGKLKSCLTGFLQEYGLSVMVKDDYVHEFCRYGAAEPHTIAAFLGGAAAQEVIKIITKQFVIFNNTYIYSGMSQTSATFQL
Starred values were filed as active, the others as inactive; i = inactive; . = not tested or not shown.

#	smiles	SUMO1-SIM PPI	Rpn11 inh	STEP block	CSN inh	Scp1 inh	LMPTP block	DNMT1 block	Rin1-Abl PPI inh	NadD inh	Neddylation inh
1	CC(=O)Oc1ccc2c(c1)cc(C)n2C	0	i	0	-4	1	-0.9	-5	-3	-2	i
2	OC(CNCc1ccccc1)c1ccccc1 (stereo not drawn)	8	i	-2	4	-13	-1.5	1	0	-3	i
3	COc1ccc(CC2(CO)CCN(S(=O)(=O)N(C)C)CC2)cc1	3	i	-1	-2	-8	-1.6	1	-2	-5	i
4	Cc1cccnc1CC(C)NC(=O)c1cc(COc2cncc(Cl)c2)on1 (stereo not drawn)	4	i	1	0	-6	-1.7	1	4	-9	i
5	COc1ccccc1N(C(=O)c1snc(C(N)=O)c1N)C(C(=O)NCc1ccccc1)c1ccc(C)o1 (stereo not drawn)	-6	i	4	4	-3	3.9	-4	2	1	.
6	CCn1c(SCc2ccc(Cl)cc2)nc2nc3c(cc2c1=O)CCCC3	-3	i	2	-1	16	4.4	1	-3	7	i
7	CCOc1ccccc1NC(=O)CN(c1cc(C)cc(C)c1)S(=O)(=O)c1c(C)noc1C	5	i	2	3	-12	2.2	6	-2	-5	i
8	Cc1ccc(S(=O)(=O)N/N=C\c2ccc([N+](=O)[O-])o2)cc1C	-19	i	0	2	2	-1.9	0	4	-1	i
9	Cc1nc(NCc2ccc(S(N)(=O)=O)cc2)c2c(C)c(C)sc2n1	-19	i	-2	8	-1	-0.8	0	1	-12	i
10	CC(=O)OC[C@H]1O[C@@H](n2ccc(=O)[nH]c2=S)C(OC(C)=O)C1OC(C)=O (stereo partly drawn)	1	i	-4	-6	-8	-0.8	3	12*	5	i
11	O=C1C2CC=CCC2C(=O)N1c1nccs1 (stereo not drawn)	7	i	-1	0	-2	-1.6	3	2	5	i
12	CC(=O)c1cccc(NC(=O)/C(=C\c2cccnc2)NC(=O)c2ccc(C)cc2)c1	-3	i	0	3	-7	0.0	0	5	7	i
13	CC1CCCCN1S(=O)(=O)c1ccc2c(c1)CCN2C(=O)C1CC1 (stereo not drawn)	2	i	-2	1	1	0.8	3	2	-1	i
14	CCC(C)C(=O)Nc1nc(C)c(-c2csc(Nc3cc(Cl)ccc3OC)n2)s1 (stereo not drawn)	5	i	0	10	2	1.7	-28	-1	32*	i
15	CCOc1cccc2sc(N(CCN(C)C)C(=O)c3ccc4c(c3)OCCO4)nc12	1	i	0	1	-3	0.6	0	3	-2	i
16	COc1ccccc1/C=C/C(=O)OCC(=O)NNC(=O)c1ccccc1	-8	i	-1	0	1	0.2	3	-1	6	i
17	Cc1cc(C)cc(NC(=O)C2CCN(S(=O)(=O)c3ccc4c(c3)NC(=O)C(C)S4)CC2)c1 (stereo not drawn)	-2	i	-1	4	-6	2.5	-5	0	3	i
18	CC1(C)CC(=O)C(C(=O)/C=C/c2ccco2)C(=O)C1	-1	i	1	7	-12	-0.4	-2	1	-5	i
19	Cc1cccc(NC(=O)c2nc(-c3ccccc3)n(-c3ccccc3)n2)c1C	5	i	2	-4	-8	2.6	0	-1	-6	i
20	O=C(Nc1ccc2c(c1)OCCO2)C1CC1c1ccccc1 (stereo not drawn)	3	i	1	1	-9	0.8	-10	-3	-4	i
21	CS(=O)(=O)N1CCN(c2ccccc2NC(=O)CSc2ccc(Cl)cc2)CC1	-3	i	8	-7	-2	0.9	-6	-1	-9	i
22	CCN(Cc1cnn(C)c1)C(=O)c1cc(COc2cc(C)c(Cl)c(C)c2)on1	-2	i	-1	3	-4	2.7	-4	0	-7	i
23	COc1ccc(/C=N\Nc2ccc([N+](=O)[O-])cc2)c(C(=O)O)c1OC	-36	i	3	2	-5	-0.4	3	-2	-7	i
24	COc1ccccc1NCC(=O)NNC(C)C(=O)Nc1cccc(Cl)c1 (stereo not drawn)	1	i	-4	0	-1	0.2	-3	4	2	i
25	CC(=O)Nc1ccc(S(=O)(=O)Nc2cccc(-c3nc4ccccc4o3)c2)cc1	16	i	-5	-1	-13	1.3	-12	-3	-4	.
26	Cc1cc2nc(-c3ccc[nH]c3=O)[nH]c2cc1C	-10	i	-1	1	-11	46	-3	-2	-8	i
27	CCOC(=O)c1c(NC(=O)CSc2nc3ccccc3o2)sc(C)c1C	-1	i	6	0	-13	2.9	1	-3	-2	i
28	O=C(CNS(=O)(=O)c1ccccc1)N1CCc2ccccc2C1	0	i	2	2	-2	-1.8	7	-3	-2	i
29	Cn1cnnc1SCc1cccc(Br)c1	-1	i	-1	3	3	-0.7	1	-5	8	i
30	Cc1ccc(S(=O)(=O)N2CCN(C(=O)C3COc4ccccc4O3)CC2)cc1C (stereo not drawn)	0	i	-2	-5	-2	2.1	0	1	-12	i

3 entries from above, arranged by count of non-hydrogen atoms, falling.
#	smiles	SUMO1-SIM PPI	Rpn11 inh	STEP block	CSN inh	Scp1 inh	LMPTP block	DNMT1 block	Rin1-Abl PPI inh	NadD inh	Neddylation inh
17	Cc1cc(C)cc(NC(=O)C2CCN(S(=O)(=O)c3ccc4c(c3)NC(=O)C(C)S4)CC2)c1 (stereo not drawn)	-2	i	-1	4	-6	2.5	-5	0	3	i
25	CC(=O)Nc1ccc(S(=O)(=O)Nc2cccc(-c3nc4ccccc4o3)c2)cc1	16	i	-5	-1	-13	1.3	-12	-3	-4	.
24	COc1ccccc1NCC(=O)NNC(C)C(=O)Nc1cccc(Cl)c1 (stereo not drawn)	1	i	-4	0	-1	0.2	-3	4	2	i

Other results:
#	smiles	SUMO1-SIM PPI	Rpn11 inh	STEP block	CSN inh	Scp1 inh	LMPTP block	DNMT1 block	Rin1-Abl PPI inh	NadD inh	Neddylation inh
31	Cn1c(=O)c2c(nc(Sc3ncnn3CC(=O)NC(C)(C)C)n2C)n(C)c1=O	2	i	4	0	-9	0.0	1	1	5	i
32	C[C@H](CO)N1C[C@H](C)[C@H](CN(C)S(=O)(=O)c2cccc(C#N)c2)OCc2cnnn2CCCC1=O	3	i	-2	-4	.	-3.1	4	0	-6	i
33	Cc1cc(C)c2nc(Cl)c(CN(Cc3ccco3)C(=O)Nc3ccccc3C)cc2c1	-4	i	0	0	-7	2.9	2	-3	6	i
34	CC(C)CN(Cc1c(O)ccc2c3c(c(=O)oc12)CCC3)CC(C)C	-2	i	-4	0	-8	-2.2	-2	-1	-5	.
35	O=C(c1ccc(Br)o1)N1CCN(Cc2ccc3c(c2)OCO3)CC1	-6	i	2	-2	7	-1.4	-5	2	-1	i
36	O=C(O)c1ccccc1C(=O)Nc1c(-c2ccccc2)nc2ccccn12	4	i	-1	1	1	-3.2	-1	-1	-5	i
37	CCOC(=O)c1oc2ccccc2c1NC(=O)C(C)(C)C	-2	i	0	6	-14	-2.1	6	6	-1	i
38	CC(=O)Nc1nnc(SCC(=O)NCc2ccc3c(c2)OCO3)s1	3	i	0	3	-4	2.6	1	2	3	i
39	O=C(Cc1ccccc1F)N1CCN(S(=O)(=O)c2ccc(Cl)cc2)CC1	1	i	-2	2	5	0.1	1	2	5	i
40	COc1ccc(S(=O)(=O)NCC(c2cccnc2)N2CCN(C)CC2)cc1C (stereo not drawn)	-3	i	-2	2	-14	-4.5	-2	-1	-3	i
41	COc1ccc(CCN(C)CC(O)COC(c2ccc(F)cc2)c2ccc(F)cc2)cc1OC (stereo not drawn)	-4	i	1	2	-2	0.7	0	2	-3	i
42	O=C(NCCc1ccccc1)c1ccc2c(c1)N(Cc1ccccc1)CCS2	-12	i	4	1	-9	7.5	-1	-9	-4	i
43	O=C1NC(Cc2ccc(O)cc2)c2nc3cc(Cl)ccc3c(=O)n2-c2cc(Cl)ccc21 (stereo not drawn)	4	i	0	-6	-8	-0.2	-9	0	11	i
44	COc1ccc(-c2cnnn2-c2ccc(N)cc2)cc1OC	0	i	0	-7	-2	-1.0	-4	4	-4	i
45	CC(=O)Nc1ccc2c(c1)OCCOCCOc1cc(NC(C)=O)ccc1OCCO2	26	i	1	3	-7	1.8	7	-2	7	i
46	CC(C(=O)Nc1cccnc1)N1C(=O)c2ccccc2C1=O (stereo not drawn)	-3	i	1	3	-7	0.0	1	3	5	i
47	COc1ccc(N2C(=O)CSC(c3ccccc3)C2=O)cc1 (stereo not drawn)	6	i	-2	2	-3	0.6	-4	0	0	i
48	COc1ccc(CCC(=O)NNC(=O)c2ccc(F)cc2)cc1	8	i	-1	1	-3	-1.0	-2	2	-1	i
49	CCCc1nnc(SCC(=O)NC2CCCC2)n1CCOC	-7	i	0	2	-5	-1.1	0	4	2	i
50	Cc1ccc(Cc2c(C)nc3nc(SCC(=O)NCCCN4CCCCC4)nn3c2C)cc1	-16	i	-1	6	-3	-6.3	0	2	-12	i
51	CCCS(=O)(=O)NC(=O)C1(C)CCCN(C(=O)c2cccc(C(F)(F)F)c2)C1 (stereo not drawn)	0	i	-1	-2	.	-2.8	3	1	1	i
52	C=CC[C@@H](CC(=O)OC(C)(C)C)C(=O)OC[C@@H]1CCCN1C(=O)[C@@H](CC=C)CC(=O)N(CCO)Cc1ccccc1	5	i	0	4	3	-0.3	1	2	0	i
53	Cc1cc2cc3c(cc2nc1SCC(=O)N1CCCC1)OCCO3	0	i	-2	3	-2	-0.4	-2	-2	-9	i
54	N#CCCN(Cc1ccccc1)C(=S)Nc1ccccc1	-2	i	1	-8	-7	-0.3	-1	-5	3	i
55	COC(=O)c1ccc(C(=O)NC(=S)Nc2ccc3nc(SC)sc3c2)cc1	0	i	-1	-2	-10	0.8	13	0	-6	i
56	N#CCN1C(=O)C(=O)N(Cc2cccc(Cl)c2)C1=O	1	i	-4	1	-7	-1.9	1	1	-1	i
57	COc1ccc(N(CC(=O)NCCc2ccc(Cl)cc2)S(=O)(=O)c2c(C)[nH]c(=O)[nH]c2=O)cc1	4	i	0	-4	-1	0.0	-6	0	-6	i
58	O=C(CCSCCC(=O)Nc1ccccc1F)Nc1ccccc1F	-3	i	-3	3	28	-0.2	-6	1	-5	i
59	Cc1cc(O)c(C(=O)Cc2csc(C)n2)c(O)c1	-2	i	2	2	-8	0.1	-2	0	-6	i

Down the list, quoted from above.
STEP block, nos. 25–36: -5, -1, 6, 2, -1, -2, 4, -2, 0, -4, 2, -1
Rpn11 inh, nos. 25–36: i, i, i, i, i, i, i, i, i, i, i, i
Neddylation inh, nos. 25–36: ., i, i, i, i, i, i, i, i, ., i, i
